Source: PubChem
PfHsp40 yeast: compounds rescuing yeast from Plasmodium falciparum HSP40 toxicity; S. cerevisiae expressing PfHsp40, growth rescue, ATP luminescence; growth rescue, % at 12.5 µM; 340,000 compounds, 0.68% hits; in the data active = growth rescue above about 28%, passing the limit was not always enough; inconclusive = no clear call, values can overlap the other calls;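 also: yeast W303a lacking pdr1 and pdr3 grown in galactose medium; growth measured after three days at 30 °C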
Mtb FBA inh: inhibits M. tuberculosis FBA enzyme; P9WQA3; purified M. tuberculosis FBA, fluorescence read-out; inhibition, % at 1 µM; 360,000 compounds, 2.3% hits; in the data active = inhibition above about 27%;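 also: 0% = vehicle and 100% = reference inhibitor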
Target sequence (P9WQA3 whole entry, looked up): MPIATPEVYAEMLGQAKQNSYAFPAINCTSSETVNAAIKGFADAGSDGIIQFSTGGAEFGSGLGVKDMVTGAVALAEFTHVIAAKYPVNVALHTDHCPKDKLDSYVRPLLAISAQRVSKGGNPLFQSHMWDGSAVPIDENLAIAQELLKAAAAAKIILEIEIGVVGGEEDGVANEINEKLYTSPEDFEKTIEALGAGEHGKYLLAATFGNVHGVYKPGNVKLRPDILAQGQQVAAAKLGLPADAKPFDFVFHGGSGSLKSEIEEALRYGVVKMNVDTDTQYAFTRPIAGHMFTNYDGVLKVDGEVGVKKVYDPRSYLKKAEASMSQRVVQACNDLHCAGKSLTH
FadD28 FP inh: M. tuberculosis FadD28 bisubstrate binding inhibition; 360,000 compounds, 0.22% hits; FadD28 bisubstrate probe binding, fluorescence polarization; inhibition, % at 12.5 µM; in the data active = inhibition above about 8.5%, passing the limit was not always enough; inconclusive = no clear call, values can overlap the other calls
Yp Topo-I inh: blocks Yersinia pestis topoisomerase I activity | 360,000 compounds, 0.064% hits | Y. pestis Topo-I cleavage product accumulation, plate reader | AID 504884 | activity, % at 10 µM; in the data active = activity above about 50%, passing the limit was not always enough; inconclusive = no clear call, values can overlap the other calls; also: inactives centre near 2
TcdB GH inh: blocks C. difficile toxin B glycohydrolase activity; TcdB glycohydrolase enzymatic assay, plate reader; inhibition, % at 9.99 µM; 350,000 compounds, 0.24% hits; AID 652162; in the data active = inhibition above about 10%
BH1578 lux ind: quorum light induction in luxS cqsA deficient V. cholerae; activation, % at 18.7 µM; 350,000 compounds, 0.16% hits; V. cholerae BH1578 lux reporter, luminescence, 6 h; in the data active = activation mostly above about 9.7%, no sharp cut-off; inconclusive = no clear call, values can overlap the other calls; inactive = mostly below about 3.7%; also: not every result past the cut was called active; inactives centre near 0; reference of the scale not given here
GDH-TPI inh: GDH-TPI coupled enzyme inhibition counter-screen. GDH-TPI coupled enzyme counterscreen, NADH absorbance. inhibition, % at 4.8 µM. 360,000 compounds, 1.2% hits; in the data active = inhibition above about 30%;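 also: 0% = DMSO wells and 100% = wells lacking the enzyme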
BioA inh: BioA (M. tuberculosis) enzyme inhibition. purified M. tuberculosis BioA enzyme, plate reader. inhibition, % at 9.99 µM. 360,000 compounds, 0.096% hits; in the data active = inhibition above about 40%; inconclusive = no clear call, values can overlap the other calls
Mtb UGM inh: blocks M. tuberculosis UGM enzyme. purified UGM, fluorescence polarization probe displacement. inhibition, % at 10 µM. 320,000 compounds, 0.06% hits; in the data active = inhibition above about 10%, passing the limit was not always enough; inconclusive = no clear call, values can overlap the other calls
Target sequence (P9WIQ1 whole entry, looked up): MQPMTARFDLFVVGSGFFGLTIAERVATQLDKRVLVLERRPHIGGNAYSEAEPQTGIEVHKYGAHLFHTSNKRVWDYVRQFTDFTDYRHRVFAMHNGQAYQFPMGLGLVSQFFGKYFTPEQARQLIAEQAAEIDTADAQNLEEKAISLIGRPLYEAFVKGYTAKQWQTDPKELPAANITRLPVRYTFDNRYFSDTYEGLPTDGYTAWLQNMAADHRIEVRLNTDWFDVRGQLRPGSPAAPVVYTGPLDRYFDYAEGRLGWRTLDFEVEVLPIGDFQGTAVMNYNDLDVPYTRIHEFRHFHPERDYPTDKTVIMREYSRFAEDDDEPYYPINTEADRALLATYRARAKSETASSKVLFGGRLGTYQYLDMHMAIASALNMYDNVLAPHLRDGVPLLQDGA
* = called active by the depositor; i = inactive; ? = inconclusive; / = not tested or not shown.

SMILES	PfHsp40 yeast	Mtb FBA inh	FadD28 FP inh	Yp Topo-I inh	TcdB GH inh	BH1578 lux ind	GDH-TPI inh	BioA inh	Mtb UGM inh
O=C(NCC(O)c1ccc([N+](=O)[O-])cc1)c1cccc(S(=O)(=O)N2CCCC2)c1 (stereo unspecified)	1.5	3	0.0	5	-1.2	-0.4	2	/	0.8
Cc1cc(C)c(S(=O)(=O)N2CCN(c3ccc([N+](=O)[O-])c(NCC4CCCO4)c3)CC2)c(C)c1 (stereo unspecified)	-0.5	2	0.2	23	/	i	0	-0.7	-1.1
O=C(CSCc1ccccc1Br)N/N=C/c1ccccc1C(=O)O	0.3	1	-3.2	8	0.9	1.0	-11	/	0.8
O=C(CSc1n[nH]c(-c2ccccc2)n1)N1CCOCC1	-1.4	-3	-2.5	1	1.9	-0.3	-16	0.4	0.6
Cc1c(-c2ccccc2)nc(N)c(C#N)c1-c1ccco1	0.1	18	-2.4	-3	/	i	5	-1.9	0.2
CCOC(=O)c1nc(N)c(C(=O)OCC)[nH]1	1.4	59*	0.6	-8	/	-0.6	6	-3.0	-2.7
Cc1c(N(C)S(=O)(=O)c2cccc(C(=O)NCC3CCCO3)c2)c(=O)n(-c2ccccc2)n1C (stereo unspecified)	-1.3	0	-1.3	-7	1.9	i	-3	-0.7	-0.2
CCOC(=O)C1=C(C)N(C)C(C)=C(C(=O)OCC)C1c1ccsc1	-0.4	-3	0.0	13	0.3	-1.0	11	/	-0.1
CN(C)C(=O)COC(=O)c1cccnc1Nc1ccccc1F	1.1	-3	-0.6	2	0.2	i	11	/	-0.3
Cc1c(CC(=O)N2C[C@H]3C[C@@H](C2)c2cccc(=O)n2C3)c(=O)oc2cc(O)c(Cl)cc12	-1.9	/	0.1	2	1.2	-0.6	31*	-0.6	2.9
CCc1ccc2c(c1)C1(C(=O)N2)N2CCCC2C(C(=O)c2ccc3ccccc3c2)C12C(=O)Nc1ccccc12 (stereo unspecified)	-0.5	4	-3.9	20	0.9	-0.1	1	/	-0.5
O=C(c1n[nH]c2ccccc12)N1CCOCC1	-1.9	3	-2.7	-2	0.3	i	5	/	4.6
COc1cccc(NC(=O)N(CCN(C)C)C(C)c2cccnc2)c1 (stereo unspecified)	-1.0	2	-0.5	-1	1.0	-0.6	2	0.0	0.0
O=C1NC(=S)N(c2cccc(Cl)c2)C12CCCCC2	-1.1	0	-9.9	7	2.1	i	6	/	-0.8
COCCNC(=O)C1CCCN(c2ncccn2)C1 (stereo unspecified)	-0.8	9	0.2	-2	/	i	3	/	1.0
CC(=O)C1=C(O)C(=O)N(c2ccc(C)cc2)C1c1ccccn1 (stereo unspecified)	-0.8	-2	0.1	-6	/	/	23	-2.8	-1.4
CCCn1c(N)c(C(=O)CSc2nnc(C)n2Cc2ccccc2)c(=O)n(C)c1=O	-1.1	-1	-0.9	-3	/	i	-4	-0.4	-3.8
Cc1cc(C)c(C(=O)Cn2nc(C(=O)O)c3ccccc3c2=O)cc1C	5.9	2	-1.4	?	0.0	-0.3	1	-1.1	0.6
O=C(CCc1ccccc1)Nc1ccc(NC(=O)c2ccco2)cc1	-0.4	1	0.1	1	0.1	-0.4	11	-0.9	0.5
CN(C)S(=O)(=O)c1cccc(NC(=O)COC(=O)c2cc(-c3cccc(Br)c3)nc3ccccc23)c1	-0.7	-3	2.0	-10	/	-0.3	32*	/	-1.8
Cc1ccc(S(=O)(=O)Nc2ccc3cn[nH]c3c2)cc1	0.3	0	-0.5	-2	3.0	5.9	3	-0.7	0.1
COC(=O)C(C)Sc1ccc2nnc(-c3ccccc3)n2n1 (stereo unspecified)	0.7	10	1.8	5	-1.5	i	12	/	0.6
CCCCCCN1CC(C(=O)OCC)C(=O)C1=O (stereo unspecified)	-0.1	-2	-2.6	-2	/	-0.2	2	0.1	0.8
Cn1cnc(S(=O)(=O)N2CCCCC2c2cc(C(=O)NCc3ccc(F)cc3)no2)c1 (stereo unspecified)	/	-4	-2.2	1	1.1	-0.4	1	0.5	/
COc1ccc(NC2=CC(c3cccc(OC)c3)N(c3ccc(OC)cc3)C2=O)cc1 (stereo unspecified)	1.7	2	-2.3	5	/	-0.4	-6	/	1.9
Further compounds.
SMILES	PfHsp40 yeast	Mtb FBA inh	FadD28 FP inh	Yp Topo-I inh	TcdB GH inh	BH1578 lux ind	GDH-TPI inh	BioA inh	Mtb UGM inh
Cc1cc(C)nc(SCC(=O)Nc2ccc(Br)cn2)n1	-0.6	-1	0.6	1	/	i	0	-1.1	-0.8
CC(=O)Nc1ccc(S(=O)(=O)NCC2(N3CCOCC3)CCCCC2)cc1	-0.4	3	-2.1	4	0.5	-0.7	8	0.6	/
CC1CCN(C(C(=O)NC2CCCCC2)c2cc3c(cc2[N+](=O)[O-])OCO3)CC1 (stereo unspecified)	-0.5	-1	-4.7	2	0.6	i	9	-0.3	0.5
COc1ccc(CSCC(=O)NCCC(C)C)cc1	-0.1	2	-1.5	2	1.7	i	-1	/	2.0
CC(=O)Nc1ccc(S(=O)(=O)Nc2cccc(C(=O)Nc3ccccc3C(=O)O)c2)cc1	0.0	0	-14	0	1.7	i	-1	-1.2	4.1
O=C(/C=C/c1ccc(Cl)cc1)Nc1ccccc1N1CCOCC1	-0.3	1	-3.4	3	0.8	0.8	2	-1.0	-0.8
CCCOc1ccc(C(O)C(CN2CCOCC2)c2ccccc2)cc1 (stereo unspecified)	-0.4	1	-3.2	2	-0.3	/	-5	0.5	-2.5
NC(=O)c1ccsc1NC(=O)c1ccc(N2CCCC2=O)cc1	-0.7	-2	-5.5	4	-2.9	-0.3	7	/	-0.1
Cc1cc(Nc2nnnn2-c2ccccc2)n(-c2ccc(Cl)cc2)n1	4.9	1	-2.1	-1	/	-5.6	26	1.1	-0.4
O=C(NCc1ccc(Cl)cc1)C1C2C=CC3(CN(Cc4cccnc4)C(=O)C13)O2 (stereo unspecified)	0.4	3	0.2	1	4.9	-0.5	1	0.1	2.1
CN(C)C(CNC(=O)C1CCCN(C(=O)c2ccc(Cl)cc2)C1)c1ccco1 (stereo unspecified)	0.5	-7	-2.7	-12	/	i	-6	-0.1	0.0
COc1ccccc1C(=O)NCC(=O)N1CC=C(c2ccccc2)CC1	-1.2	-4	-2.5	19	0.5	i	0	-0.9	-1.1
COc1ccccc1OCC(=O)NCC1CCCCC1	0.3	-1	-1.5	-7	/	-1.7	-9	-2.3	-0.6
COc1ccccc1N1CCN(C(=O)c2ccc([N+](=O)[O-])s2)CC1	-0.2	-3	-0.8	-4	0.5	-0.4	11	/	-2.4
C=CCNc1ncnc2c1ncn2[C@H]1CN(CCN2CCOCC2)C[C@@H](CO)O1	/	1	0.0	-3	-5.1	-0.2	9	0.2	/
O=C(Cn1nc(C(=O)O)c2ccccc2c1=O)Nc1ccccc1C(F)(F)F	-0.3	2	-1.7	4	-1.1	0.1	-4	0.1	-1.7
Cc1cccc(NC(=O)/C(C#N)=C/c2ccc(Cl)cc2)n1	0.6	0	/	6	5.3	i	-3	-1.3	-0.7
COc1cc(S(=O)(=O)NCc2ccccn2)c(OC)cc1Cl	0.1	-2	0.1	10	/	1.6	0	-2.0	-2.0
CCN1CCCC1CNCc1cccc(OC)c1OCc1ccccc1F (stereo unspecified)	1.9	0	0.2	-3	0.3	-0.4	-2	-0.3	-4.7
CCC(C)NC(=O)COc1ccc(S(=O)(=O)N2CCOCC2)cc1 (stereo unspecified)	0.0	-2	-3.1	4	/	i	8	/	3.0
Cn1c(CN2CCOCC2)nnc1SCc1cccc(F)c1	-1.9	-3	-0.6	-1	-0.1	-0.4	0	/	1.2
O=C(N/N=C/c1ccc[nH]1)c1cccnc1	-0.7	0	-2.6	-5	/	0.6	45*	9.4	-0.7
O=C(Cc1cccc2ccccc12)NN1C(=O)C2C(C1=O)C1C=CC2C12CC2 (stereo unspecified)	1.6	1	-3.3	-1	/	i	14	/	-0.1
COc1cccc(OC)c1C(=O)NNC(=O)c1cccc(COc2ccc3c(c2)CCC3)c1	15	-2	1.4	1	/	i	2	-4.9	2.7
CCN1c2ccc(S(=O)(=O)N3CCOCC3)cc2N(Cc2ccc(OC)cc2)C1C (stereo unspecified)	-1.7	1	-3.7	5	0.1	-0.4	4	/	1.6

Laid out differently: entries from further up
SMILES | PfHsp40 yeast | Mtb FBA inh | FadD28 FP inh | Yp Topo-I inh | TcdB GH inh | BH1578 lux ind | GDH-TPI inh | BioA inh | Mtb UGM inh
Cc1cc(Nc2nnnn2-c2ccccc2)n(-c2ccc(Cl)cc2)n1 | 4.9 | 1 | -2.1 | -1 | / | -5.6 | 26 | 1.1 | -0.4
O=C(NCc1ccc(Cl)cc1)C1C2C=CC3(CN(Cc4cccnc4)C(=O)C13)O2 (stereo unspecified) | 0.4 | 3 | 0.2 | 1 | 4.9 | -0.5 | 1 | 0.1 | 2.1

Compound profiles, from the list above. Order of screens: PfHsp40 yeast, Mtb FBA inh, FadD28 FP inh, Yp Topo-I inh, TcdB GH inh, BH1578 lux ind, GDH-TPI inh, BioA inh, Mtb UGM inh
COc1ccccc1C(=O)NCC(=O)N1CC=C(c2ccccc2)CC1 is listed as -1.2, -4, -2.5, 19, 0.5, i, 0, -0.9, -1.1
Cc1cccc(NC(=O)/C(C#N)=C/c2ccc(Cl)cc2)n1 is listed as 0.6, 0, /, 6, 5.3, i, -3, -1.3, -0.7

(further entries)
SMILES	PfHsp40 yeast	Mtb FBA inh	FadD28 FP inh	Yp Topo-I inh	TcdB GH inh	BH1578 lux ind	GDH-TPI inh	BioA inh	Mtb UGM inh
CCCc1cc(=O)oc2cc(OCC(=O)Nc3ccc4c(c3)OCCO4)ccc12	-0.1	4	0.1	5	/	-0.3	5	-0.6	1.9
O=C(Nc1ccc(Cl)c(Cl)c1)Nc1ccc(Br)cc1F	15	-2	-3.4	-1	/	-3.6	-8	/	3.4
Cc1nc2ccccn2c1P(=O)(N1CCCCC1)N1CCCCC1	-0.3	2	-2.4	-1	/	5.3	0	2.2	-0.1
COc1ccccc1/C=N/NC(=O)CNC(=O)c1ccc(S(=O)(=O)N(C)C)cc1	-0.3	-1	0.5	-1	0.9	-0.2	14	/	-1.4
N=C(N)c1ccc(O)cc1	-2.3	-1	-1.2	6	1.9	-0.2	14	-2.0	2.2
Cc1cc(C)c(S(=O)(=O)N2CCN(C(=O)CCn3nc(C)c(C)c3C)CC2)c(C)c1	0.1	1	-1.1	13	3.4	-0.3	3	-2.9	-0.3
CN1CCCC(OC(=O)c2cc(Br)ccc2Cl)C1 (stereo unspecified)	-0.6	-2	0.9	8	0.7	/	2	-1.0	-4.2
Cc1ccc(C)n1-c1cccc(NC(=O)c2ccccc2)c1	-1.3	5	-1.5	-3	/	-0.2	6	/	2.3
CN(CC(=O)NCCN1CCCCCC1)S(=O)(=O)c1cccc2nsnc12	-1.1	2	-1.2	-2	/	3.8	17	0.9	0.6
Cc1[nH]c2ccccc2c1C(=O)C(=O)N1CCN(C(=O)c2ccco2)CC1	-0.5	-2	-4.1	5	-2.7	i	23	/	-0.4
Cc1ccc(Nc2c([N+](=O)[O-])c(=O)oc3ccccc23)cc1C	3.7	1	-2.6	12	1.6	-0.1	4	/	1.7
COc1ccc(CNC(=O)CCC(=O)c2ccc(C)cc2)cc1OC	2.0	-2	-2.8	2	-0.3	-0.3	-2	-3.2	3.4
COc1ccc(CCc2nnc(N)s2)cc1OC	0.4	5	-1.2	-4	0.0	-0.4	6	0.0	-0.4
Cc1ccc(S(=O)(=O)NC2(C(F)(F)F)C(=O)Nc3c2c(=O)n(C)c(=O)n3C)cc1 (stereo unspecified)	-1.2	0	0.4	3	/	i	13	1.2	4.9
O=c1c2ccccc2nc(-c2ccccc2F)n1-c1ccccc1	-0.1	-6	-2.0	-16	1.1	i	-1	-0.3	1.6
O=C(N/N=C/c1cccnc1)c1ccc(NC(=O)c2ccc(Cl)cc2)cc1	-0.1	0	-2.7	0	0.8	i	10	-0.3	-0.9
O=C(CCc1nc(-c2ccccc2F)no1)N1CCC2(CC1)OCCO2	0.9	8	1.1	-2	/	-0.4	-4	6.1	-0.1
CCCN(CCC)C(=O)CSc1nc2ccsc2c(=O)n1NC(=O)c1ccccc1	0.6	0	-0.6	4	/	0.2	4	-1.0	0.3
Cn1c(C(=O)O)c(S(=O)(=O)c2ccc(Cl)cc2)c2ccccc21	-1.4	0	-1.2	0	0.6	-0.2	-7	-4.3	0.7
Cc1ccccc1N1CCN(Cc2cccc(C(=O)O)c2)CC1	0.6	1	0.0	1	/	-0.4	5	1.5	2.4

The order is random; 4.6% or so of the library scored in one or more.
